# BLM helicase inh = blocks DNA unwinding by human BLM helicase; P54132; AID 2528; recombinant BLM DNA unwinding, fluorescence dequenching; Potency, µM (titrated, usually from 56.1 µM), without a hit: top-dose activity change, negative = inhibition, most hits filed as inhibitors; 0.2% of 350,000 active;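 note: plate controls were vehicle for no effect and no enzyme for full effect; nearly all actives have a fitted effect of over 35% in size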
# APE1 inh = blocks human APE1 abasic DNA cleavage. recombinant APE1, TAMRA/BHQ-2 abasic DNA cleavage fluorescence. Potency, µM (top dose mostly 65.8 µM), without a hit: at the top dose activity change, negative = inhibition, actives largely listed as inhibitors. 0.35% of 350,000 active;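 note: plate controls were vehicle for no effect and reference inhibitor for full effect; nearly all actives have a fitted effect of over 55% in size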
# Target sequence (P27695 whole entry, looked up): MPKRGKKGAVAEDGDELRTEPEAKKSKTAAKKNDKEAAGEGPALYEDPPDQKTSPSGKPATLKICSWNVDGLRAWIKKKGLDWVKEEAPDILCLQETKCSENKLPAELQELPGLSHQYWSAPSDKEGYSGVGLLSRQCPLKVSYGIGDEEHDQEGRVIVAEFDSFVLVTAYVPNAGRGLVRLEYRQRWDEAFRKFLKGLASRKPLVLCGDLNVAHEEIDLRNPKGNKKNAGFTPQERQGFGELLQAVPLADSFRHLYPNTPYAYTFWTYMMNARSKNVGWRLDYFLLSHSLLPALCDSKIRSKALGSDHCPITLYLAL
#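 Measures dequenching upon AP-site incision of a 5'-TAMRA/3'-BHQ-2 THF-containing duplex, 50 nM; human APE1 0.75 nM after 15 min room-temperature exposure to compound; kinetic three-point read at one-minute spacing.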
# JMJD2A Tudor inh = JMJD2A Tudor domain (human) inhibition. Potency, µM (highest dose often 114 µM), without a hit: at the top dose activity change, negative = inhibition, hits mostly inhibitors. AID 504339. 4.4% of 390,000 active. O75164. AlphaScreen JMJD2A-Tudor / H3K4me3 peptide binding; note: % is set by controls: 0 for no effect and ±100 for the full control effect; nearly all actives have a fitted effect of over 50% in size
# Pol iota inh = blocks human DNA polymerase iota activity; Pol iota fluorescent replication assay, 10 min; Potency, µM (series often up to 115 µM), for inactives: top-dose activity, negative = inhibition, usual class: inhibitors; 1% of 390,000 active; Q9UNA4; AID 588590
# Target sequence (Q9UNA4 whole entry, looked up): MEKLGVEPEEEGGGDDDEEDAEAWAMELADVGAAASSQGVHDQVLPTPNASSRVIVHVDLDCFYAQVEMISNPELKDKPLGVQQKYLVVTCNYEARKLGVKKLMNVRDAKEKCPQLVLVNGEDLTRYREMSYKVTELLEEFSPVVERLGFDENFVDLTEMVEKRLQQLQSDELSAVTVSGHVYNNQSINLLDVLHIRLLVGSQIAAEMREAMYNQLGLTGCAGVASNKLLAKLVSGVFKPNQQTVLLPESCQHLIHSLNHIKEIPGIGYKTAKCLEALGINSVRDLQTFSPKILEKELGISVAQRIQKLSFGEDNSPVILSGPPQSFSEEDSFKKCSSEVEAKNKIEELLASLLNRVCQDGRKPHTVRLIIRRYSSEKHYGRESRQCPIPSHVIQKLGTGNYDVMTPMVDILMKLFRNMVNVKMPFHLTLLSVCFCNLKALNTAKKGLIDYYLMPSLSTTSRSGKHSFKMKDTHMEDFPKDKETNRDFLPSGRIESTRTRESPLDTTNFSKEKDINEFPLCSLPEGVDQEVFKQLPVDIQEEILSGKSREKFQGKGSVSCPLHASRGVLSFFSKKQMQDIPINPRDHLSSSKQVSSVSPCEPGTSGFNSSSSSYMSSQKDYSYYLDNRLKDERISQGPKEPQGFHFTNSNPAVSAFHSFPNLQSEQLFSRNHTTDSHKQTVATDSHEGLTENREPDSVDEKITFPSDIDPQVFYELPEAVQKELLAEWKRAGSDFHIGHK
#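 Fluorescent replication assay read twice, at 0 min and 10 min after adding 50 nM (final) substrate. Enzyme (10 nM) and compounds were first incubated 15 min at room temperature; enzyme-free buffer wells were negative controls.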
# G9a block = inhibitors of human histone lysine methyltransferase G9a. Potency, µM (titrated, usually from 102 µM), without a hit: top-dose activity, negative = inhibition, most hits filed as inhibitors. G9a H3K9 monomethylation, AlphaScreen, 2 h. 8.8% of 350,000 active; note: % is set by controls: 0 for no effect and ±100 for the full control effect; nearly all actives have a fitted effect of over 75% in size
#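 G9a (20 nM) was preincubated 15 min with compound, then reacted 2 h at room temperature with 500 nM biotin-H3K9 peptide and 20 µM SAM. Monomethyl-H3K9 detected by AlphaScreen using anti-H3K9me1 antibody.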
# POLK inh = DNA polymerase kappa (human) inhibition. Potency, µM (highest dose often 107 µM), inactives show at the highest dose activity, negative = inhibition, most hits filed as inhibitors. Q9UBT6. purified Pol kappa, fluorescent DNA synthesis assay, 10 min. 0.53% of 400,000 active; note: % is set by controls: 0 for no effect and ±100 for the full control effect
#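 10 nM Pol kappa was preincubated with compounds for 15 min at room temperature. Reaction started with 50 nM (final) substrate. Fluorescence read kinetically at 0 and 10 min.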
# Pol eta inh = DNA polymerase eta (human) inhibition. AID 588591. 1.2% of 390,000 active. Potency, µM (series often up to 114 µM), for inactives: top-dose activity change, negative = inhibition, hits mostly inhibitors. recombinant Pol eta, fluorescent DNA replication assay; note: % is set by controls: 0 for no effect and ±100 for the full control effect
#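 Pol eta (10 nM) was preincubated with compounds for 15 min at room temperature, after which fluorescent replication substrate (50 nM final) was added to start the reaction. Fluorescence was read kinetically at 0 and 10 min.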
# BAZ2B block = blocks human BAZ2B; AlphaScreen BAZ2B-H3K14Ac peptide displacement; AID 504333; Q9UIF8; Potency, µM (series often up to 114 µM), for the others: at the highest dose activity change, negative = inhibition, most hits filed as inhibitors; 4.4% of 360,000 active; note: % is set by controls: 0 for no effect and ±100 for the full control effect; nearly all actives have a fitted effect of over 60% in size
#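 Compounds, titrated to a top concentration of 110 uM, were incubated 30 min at room temperature with preformed BAZ2B/acetyl-K14 H3 peptide complex (50 nM each). Proximity signal was measured by AlphaScreen after 20 min with beads.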
# POLB inh = blocks human DNA polymerase beta activity; 1.3% of 340,000 active; Pol beta primer extension/strand displacement, fluorescence kinetic; P06746; Potency, µM (titrated, usually from 114 µM), for inactives: top-dose activity change, negative = inhibition, actives largely listed as inhibitors; note: % is set by controls: 0 for no effect and ±100 for the full control effect
#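 Enzyme-only controls used 10 nM Pol beta; buffer lacking enzyme served as negative control. Compound preincubated 15 min, then 50 nM substrate added; 0 and 10 min reads at room temperature.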
# * marks the source's active call; other numbers are inactive results; ? = inconclusive; . = no result given; & = joins results of further samples; [ ] = remark or other dose. Calls come from the whole dose curve; as a rule, active = well fitted curve in the direction sought with a large enough effect; inconclusive = small, poorly fitted or top-dose-only effect, or another doubt; inactive = no such curve, though single readings can be large; an effect the other way counts as inactive or inconclusive. Potency is the fitted concentration of half-maximal effect. This is a subset; rates above refer to the full screens.
SMILES	POLK inh	G9a block	BAZ2B block	POLB inh	APE1 inh	BLM helicase inh	Pol iota inh	Pol eta inh	JMJD2A Tudor inh
Nc1nc(Nc2ccccc2F)sc1C(=O)c1ccccc1	-4.3%[60.1 µM]	10.5%[0.501 µM]	44.7µM*	1.5%	-11.9%	-7.6%	-4.8%	-8.1%	?
Cn1c(CCCOc2ccc(Cl)cc2Cl)nnc1SCC(=O)Nc1cccc(F)c1	-12.3%	-1.2%[59 µM]	9.8%	0.1%	-1.2%	-5.0%	197.8%[activator]	-20.6%	6.6%
CC1=NN(c2ccccc2)C(=O)C1c1ccccc1 (stereo unspecified)	-18.2%	-12.9%[59 µM]	-31.8%	3.9%	3.3%	-1.6%	-1.0%	-12.1%	-33.6%
O=C(CN1CCN(c2ccc(O)cc2)CC1)Nc1ccc2c(c1)OCCO2	-1.9%	7.94µM*	-32.7%	7.1%	?	-3.0%	0.3%	-20.0%	79.4µM*
c1ccc(-c2nc3ccccn3c2NC2CCCC2)nc1	-14.2%	26.0%[12.7 µM]	50.1µM*	1.7%	19.5%	2.0%	3.4%	-20.4%	?
Cn1nc(C(=O)NCc2ccc(F)cc2)cc1C(=O)NCc1ccc(F)cc1	-14.7%	-43.3%	6.1%	.	31.1%	.	-1.0%	-10.0%	-7.5%
CCc1ccc(/C(C)=N/NC(=O)c2ccccn2)cc1	6.8%	10.2%	-8.7%	3.5%	-1.4%	-3.7%	20.8%	-10.8%	-12.9%
CCOc1ccc(C(=O)Nc2ccc(N3CCN(C)CC3)cc2)cc1Br	-1.4%	?	-30.6%	0.5%	2.4%	-5.9%	37.5%[activator]	4.0%	-17.0%
COc1ccc(-n2c(=O)c(C)nc3cnc(N4CCNCC4)nc32)cc1	2.6%[60.1 µM]	-4.0%[12.7 µM]	.	.	-2.0%	3.1%	.	.	.
CCC(=O)OC1(C)C(=O)C=C2C=C(C3CC3)OC=C2C1=O (stereo unspecified)	?	.	.	.	11.3%	2.8%	?	?	-26.9%
COc1ccc(C(=O)Nc2nnc(SCc3cc(=O)n4cccc(C)c4n3)s2)cc1	3.0%[60.1 µM]	1.8%[59 µM]	2.8%	-0.6%	.	-3.2%	-8.9%	-11.0%	-3.6%
Cc1ccc(C(=O)NC(NCc2ccccc2)C(Cl)(Cl)Cl)cc1 (stereo unspecified)	-7.0%	4.8%	-0.4%	1.4%	-2.5%	-1.7%	30.0%	-8.4%	-11.9%

# The list goes on, overlapping the part above by three compounds.
SMILES	POLK inh	G9a block	BAZ2B block	POLB inh	APE1 inh	BLM helicase inh	Pol iota inh	Pol eta inh	JMJD2A Tudor inh
CCC(=O)OC1(C)C(=O)C=C2C=C(C3CC3)OC=C2C1=O (stereo unspecified)	?	.	.	.	11.3%	2.8%	?	?	-26.9%
COc1ccc(C(=O)Nc2nnc(SCc3cc(=O)n4cccc(C)c4n3)s2)cc1	3.0%[60.1 µM]	1.8%[59 µM]	2.8%	-0.6%	.	-3.2%	-8.9%	-11.0%	-3.6%
Cc1ccc(C(=O)NC(NCc2ccccc2)C(Cl)(Cl)Cl)cc1 (stereo unspecified)	-7.0%	4.8%	-0.4%	1.4%	-2.5%	-1.7%	30.0%	-8.4%	-11.9%
CSc1nnc2c3cc(C)ccc3n(Cc3ccccc3)c2n1	-8.5%	?	21.3%	?	4.9%	-9.5%	23.1%	?	-17.9%
Cc1ccccc1C1N(c2nccs2)C(=O)C2CCCN21 (stereo unspecified)	-7.8%	?	-33.3%	-0.8%	8.4%	1.4%	9.7%	-16.3%	2.1%
N#C/C(C(=S)Nc1ccccc1)=C1/NN=C(N2CCOCC2)N1c1ccccc1	-4.0%	-29.9%	-22.5%	10.9%	4.7%	-0.3%	29.5%	-20.5%	-30.6%
Cc1ccc(C2CC(c3ccccc3)=NN2C(=O)CSc2nnc(-c3ccc(Cl)cc3)o2)o1 (stereo unspecified)	3.3%	-7.0%[59 µM]	-3.0%	8.5%	2.5%	-1.3%	-7.4%	-12.3%	-18.0%
Cc1ccc(NC(=O)N/C=C/c2ccco2)cc1	50.1µM*	?	79.4µM*	22.4µM*	?	-0.5%	20µM*	50.1µM*	50.1µM*
CN(CC(=O)Nc1ccc(F)c(F)c1F)C(=O)CN1C(=O)C2CCCCC2C1=O (stereo unspecified)	-3.6%	47.4%[activator]	0.9%	9.8%	8.1%	0.1%	23.1%	-22.8%	-8.1%
CC(=O)NN1C(=O)/C(=C\c2ccccc2)SC1=S	4.5%	11.9%	-28.5%	12.7%	-2.2%	-1.9%	?	2.5%	-26.1%
O=C(Cc1ccc(NS(=O)(=O)c2cccc(C(F)(F)F)c2)cc1)NCCN1CCOCC1	0.7%	-3.0%	-1.3%	.	9.7%	.	25.2%	-21.7%	-2.4%
CN1/C(=C\C(=O)COC(=O)c2ccc([N+](=O)[O-])o2)C(C)(C)c2ccccc21	-29.8%	20µM*	?	-15.5%	0.5%	-7.6%	102.9%[activator]	-7.9%	-29.3%
CCCCCCc1ccc(OCC(=O)OC)cc1OCC(=O)OC	-11.8%	73.9%[activator]	89.5%[activator]	6.2%	2.3%	-12.3%	23.9%	-18.7%	74.4%[activator]
N#CC1=C(N)Oc2n[nH]c(-c3cccs3)c2C1c1cccs1 (stereo unspecified)	-7.4%	-2.6%[12.7 µM]	-27.6%	-6.7%	-4.0%	-2.1%	21.7%	-14.8%	-24.8%
C=C(C)Cn1c(SCCCO)nc2c1c(=O)[nH]c(=O)n2C	-2.5%	-0.9%	3.4%	16.8%	17.1%	-7.2%	8.3%	1.2%	-5.5%

# Further results
SMILES	POLK inh	G9a block	BAZ2B block	POLB inh	APE1 inh	BLM helicase inh	Pol iota inh	Pol eta inh	JMJD2A Tudor inh
Cc1ccc2[nH]c3c(N4CCOCC4)ncnc3c2c1	-18.1%	-27.9%	6.6%	20.6%	-1.8%	-5.0%	-13.4%	-6.9%	-3.2%
CC(=O)c1cc(F)c(N2CCOCC2)cc1C	-4.4%	-23.5%	16.3%	2.5%	2.0%	3.3%	6.1%	4.8%	-9.9%
COc1cc2c(=O)n(CCC(=O)NCC3CCCO3)c(=O)n(CC(=O)Nc3ccc(C)cc3C)c2cc1OC (stereo unspecified)	-0.1%&-10.1%	20.0%	1.1%&2.2%	?	6.3%	-0.8%&-6.4%	11.6%&-1.7%	-3.8%&1.1%	-18.5%&-2.0%
CSc1ccc(S(=O)(=O)NC2CC2)cc1	-15.4%	.	4.8%	12.9%	13.0%	0.5%	-13.1%	-9.2%	-11.6%
CCNc1nc(SCC(N)=O)nc2sc3c(c12)CCN(C)C3	-14.6%	?	-37.6%	8.5%	-20.1%	29.8%	80.3%[activator]	1.8%	-17.1%
CCOc1ccc(-n2c(=O)c3c(C)c(C)sc3n(CC(=O)NCCc3ccccc3)c2=O)cc1	-10.1%	0.6%[59 µM]	-0.5%	0.6%	.	-3.6%	-12.2%	.	7.5%
CCCOc1cccc(C(=O)N/N=C/c2coc3ccccc3c2=O)c1	-8.1%	.	-1.6%	24.8%	-10.7%	-2.6%	-3.7%	-6.2%	-17.6%
O=c1c(-c2cccs2)nc2cnc(N3CCNCC3)nc2n1CCc1ccccc1	?	8.3%[0.501 µM]	.	.	-6.4%	-1.0%	.	.	.
CCCCOc1ccc(C(O)(CCC)CCN2CCOCC2)cc1 (stereo unspecified)	-15.1%	?	-1.0%	21.1%	1.8%	1.4%	19.6%	-21.4%	-13.9%
Fc1ccc(-n2nnc(-c3cnc4ccccc4c3)n2)cc1	2.0%	?	-18.3%	-12.2%	-1.7%	0.0%	7.1%	6.5%	-14.1%
O=C(CSc1nnc(CNC(=O)c2cccc(F)c2)n1-c1ccccc1)Nc1ccccc1F	-11.0%	-24.4%[59 µM]	-18.3%	8.0%	.	0.8%	-5.6%	2.6%	-13.1%
COc1cc(/C=C2/SC(=S)N(c3ccccc3)C2=O)ccc1Oc1nc(N2CCOCC2)nc(N2CCOCC2)n1	-15.8%	-7.0%	-8.7%	1.8%	-1.2%	-1.0%	-25.4%	-14.7%	-35.4%

# Carrying on.
SMILES	POLK inh	G9a block	BAZ2B block	POLB inh	APE1 inh	BLM helicase inh	Pol iota inh	Pol eta inh	JMJD2A Tudor inh
O=C(C1COc2ccccc2O1)N1CCN(Cc2ccc(Br)cc2F)CC1 (stereo unspecified)	1.4%	8.8%	-5.7%	-21.3%	17.0%	-1.8%	84.1%[activator]	-16.2%	-13.7%
Cc1ccc(C)c(SCC(=O)Nc2cc(C)nn2-c2ccc(F)cc2)c1	.	11.2µM*	6.8%	6.7%[57.1 µM]	-1.8%	-2.4%	.	.	.
CCOC(=O)c1ccc(NC(=O)CCC2COc3ccccc3O2)cc1 (stereo unspecified)	-11.4%	71.5%[activator][59 µM]	-0.9%	-11.0%	-6.6%	-9.1%	12.9%	-22.0%	0.0%
O=C(NN=C(Cc1ccccc1)Cc1ccccc1)C1CC1	-0.7%	2.1%	-8.0%	0.7%	1.4%	-5.4%	38.9%[activator]	-6.0%	-8.5%
Cc1c(C(=O)NCc2ccccc2)oc2ccc(S(=O)(=O)N3CCC(C)CC3)cc12	-16.0%	7.2%[59 µM]	-1.9%	3.3%	.	-5.0%	-2.8%	-17.5%	-1.4%
Cc1nnc(N/N=C/c2ccc(-c3ccccc3F)o2)n1N	-20.1%	39.8µM*	-1.4%	?	5.3%	0.0%	3.55µM*	8.2%	-23.1%
Cc1ccc(Cn2cc(CCC(=O)NCc3ccc(OC(C)C)cc3)c3ccccc32)cc1	-0.1%	-0.2%[59 µM]	-10.5%	17.7%	.	-1.8%	28.9%	-17.3%	0.0%
COc1ccc2c(c1)[nH]c1c(=O)n(Cc3ccncc3)cnc12	-12.8%	7.0%[59 µM]	0.6%	-1.4%	-5.2%	0.4%	6.2%	3.2%	-10.3%[11.4 µM]
CC(=O)Nc1ccc(Cl)cc1-c1ccccc1	-3.5%	.	.	.	.	.	49.8%[activator]	?	-1.4%
OCC1CCCN(Cc2cn(Cc3ccccc3)nc2-c2cc3ccccc3o2)C1 (stereo unspecified)	-10.5%	-2.7%	-17.6%	-20.4%	-0.5%	-3.2%	25.8%	-4.8%	-23.3%
CCN(C(=O)COC(=O)/C=C/c1nc2ccccc2s1)C1CCS(=O)(=O)C1 (stereo unspecified)	6.3%	7.5%	-3.7%	21.1%	-4.6%	-1.8%	100.4%[activator]	-11.5%	-1.0%

# Compound activity from PubChem BioAssay.
